Bioassay records: PubChem, Sanford-Burnham Center for Chemical Genomics
ATG4B inhibitor: ATG4B protease inhibitors, primary screen, biochemical, fluorescence, uHTS; ATG4B cleavage of LC3-PLA2, NBD-HPC fluorescence, 1 h; Cysteine protease ATG4B (Homo sapiens), Q9Y4P1; inhibition, % at 8.33 µM; AID 504462, 2011; 340,000 compounds, 0.51% hits; in the data active means inhibition above about 40%
Target sequence (Q9Y4P1 whole entry, looked up): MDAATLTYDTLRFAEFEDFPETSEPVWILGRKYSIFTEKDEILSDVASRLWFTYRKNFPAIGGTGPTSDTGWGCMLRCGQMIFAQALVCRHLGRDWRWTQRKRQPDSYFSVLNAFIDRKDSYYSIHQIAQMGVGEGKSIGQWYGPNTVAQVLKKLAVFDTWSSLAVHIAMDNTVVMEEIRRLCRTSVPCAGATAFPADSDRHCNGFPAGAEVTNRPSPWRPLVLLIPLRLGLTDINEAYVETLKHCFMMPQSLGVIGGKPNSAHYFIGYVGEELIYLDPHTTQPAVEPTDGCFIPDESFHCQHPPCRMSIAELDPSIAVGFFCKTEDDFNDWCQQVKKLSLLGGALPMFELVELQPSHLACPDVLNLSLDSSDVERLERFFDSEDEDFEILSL
PfGluPho inh: PfG6PD enzyme inhibitors, primary screen, biochemical, fluorescence intensity, uHTS | glucose-6-phosphate dehydrogenase-6-phosphogluconolactonase (Plasmodium falciparum 3D7) | PfGluPho enzyme, NADPH resazurin-diaphorase fluorescence | inhibition, % at 20 µM | 350,000 compounds, 0.78% hits | AID 504690, 2011;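 active means inhibition reaching at least a set limit at 20 µM in the primary screen, cut at about 59% in these data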;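 further: 0% = DMSO wells with substrate and 100% = DMSO wells lacking glucose-6-phosphate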
HKDC1 inhibitor: HKDC1 hexokinase inhibitors, primary screen, biochemical, fluorescence, uHTS; recombinant HKDC1, G6PDH/diaphorase resazurin coupled fluorescence; inhibition, % at 20 µM; 340,000 compounds, 0.16% hits; AID 493160, 2011;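 active means inhibition above about 35% when tested at 20 µM, limit read from the data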;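 further: plate controls were DMSO wells with enzyme for no effect and DMSO wells lacking enzyme for full effect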
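Incubation: 90 min at room temperature in dark / Material: recombinant HKDC1 (HK5) hexokinase enzyme, produced in-house / Quantity: enzyme 5 µg/mL final / Compound: one dose of 20 µM, 1% DMSO / Reagent: glucose and ATP substrates / Buffer or medium: Tris pH 8.0 buffer with MgCl2, Tween-20, BSA, BME / Technique: resorufin fluorescence at 613 nm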
hIAP activ: human IAP activators, primary screen, biochemical, luminescence, uHTS. 330,000 compounds, 0.16% hits. purified human IAP, CDP-Star luminescence, 30 min; active compounds read high; 1 = vehicle-only enzyme, 0 = enzyme-free background. activation factor at 10 µM. Intestinal-type alkaline phosphatase (Homo sapiens), P09923;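 active means activation factor of the enzyme at least 2-fold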; further: the source names both 10 and 20 µM as test concentration; values of inactives mirror those of a sister screen read the other way
mIAP act: activators of mouse IAP, primary screen, biochemical, luminescence, uHTS; intestinal alkaline phosphatase [Mus musculus]; muIAP, CDP-Star luminescence, 30 min; active compounds read high; 1 = vehicle-only enzyme signal, 0 = enzyme-free wells; activation factor at 10 µM; 330,000 compounds, 0.24% hits;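 active means activation factor of at least 2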; further: the source names both 10 and 20 µM as test concentration; values of inactives mirror those of a sister screen read the other way
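System: Mouse IAP enzyme | Also added: CDP-Star substrate | Dosing: Compounds dispensed in DMSO | Schedule: 30 min enzyme-substrate-compound incubation at room temperature | Technique: Chemiluminescence readout | Control set: DMSO-only wells and no-enzyme negative control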
hIAP inh: human IAP inhibitors, primary screen, biochemical, luminescence, uHTS. purified IAP, CDP-Star luminescence, 30 min. inhibition, % at 10 µM. 330,000 compounds, 0.12% hits. AID 2544, 2010;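 active means inhibition reaching a set limit with compound at 10 µM in the primary screen, cut at about 35% in these data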;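 further: plate controls were DMSO wells with enzyme for no effect and no-enzyme buffer wells for full effect; values of inactives mirror those of a sister screen read the other way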
A3A deaminase: APOBEC3A ssDNA deaminase inhibitors, primary screen, selectivity assay for APOBEC3G inhibitor project, biochemical, FAM/TAMRA oligo cleavage fluorescence. DNA dC->dU-editing enzyme APOBEC-3A (Homo sapiens), P31941. inhibition, % at 20 µM. AID 493011, 2011. 330,000 compounds, 0.41% hits. recombinant A3A, FAM/TAMRA ssDNA deamination fluorescence;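 active means at least 40% inhibition at 20 µM here, with at most 30% in a related deaminase screen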;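 further: plate controls were A3A with DMSO for no effect and wells lacking A3A enzyme for full effect; some results filed as inactive read as strong as hits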
Target sequence (P31941 whole entry, looked up): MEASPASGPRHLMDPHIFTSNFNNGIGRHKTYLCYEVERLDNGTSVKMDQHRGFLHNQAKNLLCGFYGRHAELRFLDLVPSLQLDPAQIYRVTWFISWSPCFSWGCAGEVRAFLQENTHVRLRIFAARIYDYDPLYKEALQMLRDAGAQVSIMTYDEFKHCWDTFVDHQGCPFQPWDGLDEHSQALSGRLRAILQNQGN
mIAP block: inhibitors of mouse IAP, primary screen, biochemical, luminescence, uHTS. purified mouse IAP, CDP-Star luminescence, 30 min. inhibition, % at 10 µM. 330,000 compounds, 0.2% hits. AID 2806, 2010;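 active means inhibition of at least 40% at 10 µM in the primary screen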;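 further: plate controls were DMSO with enzyme for no effect and no enzyme wells for full effect; values of inactives mirror those of a sister screen read the other way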
Starred values were filed as active, the others as inactive.

Under each structure: ATG4B inhibitor, PfGluPho inh, HKDC1 inhibitor, hIAP activ, mIAP act, hIAP inh, A3A deaminase, mIAP block
- CCCN=Cc1ccc(O)cc1
→ -1, -5, 4, 0.87, 0.99, 13, -1, 1
- CCOc1ccc(NS(=O)(=O)c2ccc3c(c2)oc(=O)n3C)cc1
→ -15, -2, -5, 1.2, 0.99, -16, -1, 1
- NC(=O)c1ccc(NC(=O)CSc2cn(CC(=O)N3CCOCC3)c3ccccc23)cc1
→ -1, 1, 0, 1, 1, -2, -4, 0
- CCOC(=O)N/N=C/C=C/c1ccccc1
→ -15, -4, -9, 0.96, 0.96, 4, 1, 4
- Cc1cc(C(=O)COC(=O)CCc2nc3ccccc3c(=O)[nH]2)c(C)n1CC1CCCO1 (configuration not stated)
→ 1, 13, 2, 1, 0.94, -3, 5, 6
- Sc1nnc(-c2ccc(Cl)cc2)n1Cc1ccccc1
→ -11, 27, 0, 1, 1.1, 0, -2, -10
- COc1ccc(C(=O)NCCCCc2ccccc2)cc1
→ -11, 10, 4, 0.94, 1, 6, -1, -2
- Oc1c(/C=N/c2ccccn2)sc2ccccc12
→ -4, 41, -3, 0.88, 0.92, 12, 1, 8
- Cc1cccc(NC(=S)NCC(C)CSc2ccc(Cl)cc2)c1 (configuration not stated)
→ 34, 0, 3, 1.4, 3.2*, -38, -12, -225
- Cc1cc(C(=O)NNC(=O)c2ccccc2[N+](=O)[O-])c(C)o1
→ -4, -3, -4, 0.95, 1, 5, -2, -4
- O=C(CCc1nnc(-c2ccsc2)o1)N1CCc2c(Cl)cccc2C1
→ 19, 2, -10, 1.1, 0.97, -7, -2, 3
- CCOC(=O)C1CCN(C(=O)c2ccc(SC)cc2OC)CC1
→ 7, -2, -1, 0.88, 1.1, 12, -3, -7
- [O-][n+]1onc2c1CCC1N(O)C(c3ccccc3)CC21O (configuration not stated)
→ 3, 2, -1, 0.87, 1.1, 13, 2, -8
- CC(OC(=O)c1cccc(-n2cnnn2)c1)C(=O)Nc1ccc(F)cc1 (configuration not stated)
→ -5, 7, 5, 1.3, 1.1, -29, 5, -7
- O=C1Nc2ccc(Cl)cc2C(=O)C1(F)c1ccccc1 (configuration not stated)
→ -5, 11, 0, 0.87, 1, 13, 1, -4
- Cc1ccc(S(=O)(=O)N2CCOCC2)cc1NC(=O)COC(=O)c1cc(=O)[nH]c2ccccc12
→ -52, 5, -2, 1, 1, -4, -4, -4
- O=C(NCc1ccco1)c1cc(-c2ccco2)on1
→ -7, 0, -9, 0.97, 0.94, 3, 0, 6
- COc1cccc2cc(C(N)=O)oc12
→ 2, -12, -2, 1, 0.95, -2, -3, 5
- O=C(CCC(=O)N1CCN(c2ccccn2)CC1)c1ccc(Cl)s1
→ 3, 4, 3, 1.1, 1, -13, 0, -4
- CCOc1ccc(S(=O)(=O)NCCC(=O)NC2=NCCS2)cc1
→ -8, 8, -1, 1.1, 1, -12, -4, -4
- CCOc1ccccc1-n1c(=S)sc2c(=O)n(-c3ccc(F)cc3)c(SCC(=O)O)nc21
→ -11, 69*, 5, 0.92, 1.1, 8, 0, -11
- CC(=O)c1sc2nc(-c3ccccc3)cc(C)c2c1N
→ 5, 26, -1, 1.2, 0.99, -19, -7, 1
- COc1ccccc1C(=O)N1CC2(C)CC1CC(C)(C)C2 (configuration not stated)
→ -5, 3, -3, 0.99, 1, 1, -2, 0
- COc1ccc2c(c1)c(C(=O)N/N=C/c1ccc(O)c(O)c1)c(C)n2C
→ -3, -2, 0, 1.3, 0.92, -31, -4, 8
- CCC(CO)Oc1cc(NCc2ccccn2)c2ncn(C(C)C)c2c1 (configuration not stated)
→ -13, 9, 5, 0.98, 0.94, 2, -4, 6
- COc1ccc(N2CC(C(=O)NCCCN3CCOCC3)CC2=O)cc1 (configuration not stated)
→ -9, -2, 0, 0.89, 1.1, 11, 1, -15
- CCOc1ccc(C(C)C)cc1S(=O)(=O)N1CCOCC1
→ -9, 15, -5, 0.85, 0.93, 15, 0, 7
- Cn1c(CN2CCN(c3cccc(Cl)c3)CC2)nc2ccccc21
→ -1, 4, 0, 1.1, 1, -14, -1, -2
- O=C(NC1CC1)c1ccc(CS(=O)(=O)c2c(Cl)cccc2Cl)o1
→ -6, 14, -7, 1, 0.9, -3, 1, 10
- CCC(=NNC(=O)c1ccc2c(c1)nc(C)n2CC)c1cc(F)ccc1O
→ -4, 0, -15, 1.6, 1, -64, -4, -4

Retrieved by compound from above, four records:
Under each structure: ATG4B inhibitor, PfGluPho inh, HKDC1 inhibitor, hIAP activ, mIAP act, hIAP inh, A3A deaminase, mIAP block
- CCOc1ccc(NS(=O)(=O)c2ccc3c(c2)oc(=O)n3C)cc1
→ -15, -2, -5, 1.2, 0.99, -16, -1, 1
- Cc1cccc(NC(=S)NCC(C)CSc2ccc(Cl)cc2)c1 (configuration not stated)
→ 34, 0, 3, 1.4, 3.2*, -38, -12, -225
- O=C(CCc1nnc(-c2ccsc2)o1)N1CCc2c(Cl)cccc2C1
→ 19, 2, -10, 1.1, 0.97, -7, -2, 3
- COc1cccc2cc(C(N)=O)oc12
→ 2, -12, -2, 1, 0.95, -2, -3, 5

Four structures out of the list, ordered by length of the SMILES, smallest number first:
Under each structure: ATG4B inhibitor, PfGluPho inh, HKDC1 inhibitor, hIAP activ, mIAP act, hIAP inh, A3A deaminase, mIAP block
- CC(=O)c1sc2nc(-c3ccccc3)cc(C)c2c1N
→ 5, 26, -1, 1.2, 0.99, -19, -7, 1
- CCOC(=O)C1CCN(C(=O)c2ccc(SC)cc2OC)CC1
→ 7, -2, -1, 0.88, 1.1, 12, -3, -7
- CCC(CO)Oc1cc(NCc2ccccn2)c2ncn(C(C)C)c2c1 (configuration not stated)
→ -13, 9, 5, 0.98, 0.94, 2, -4, 6
- Cc1cc(C(=O)COC(=O)CCc2nc3ccccc3c(=O)[nH]2)c(C)n1CC1CCCO1 (configuration not stated)
→ 1, 13, 2, 1, 0.94, -3, 5, 6

New compounds follow
Under each structure: ATG4B inhibitor, PfGluPho inh, HKDC1 inhibitor, hIAP activ, mIAP act, hIAP inh, A3A deaminase, mIAP block
- CCN(c1ccccc1)S(=O)(=O)c1ccc(Cl)c(C(=O)NCC2CCCO2)c1 (configuration not stated)
→ -6, -7, -11, 1.1, 1.1, -5, -1, -8
- COc1cc(NC(=O)COC(=O)c2ccccc2SCC(=O)N2CCCC2)cc(OC)c1
→ -1, -24, 8, 0.9, 1, 10, 3, -1
- CSCCCNC(=S)Nc1ccc(N2CCOCC2)cc1N1CCOCC1
→ -7, 52, 8, 1, 1.1, -2, -3, -6
- C#CCOCCOCCOCCNc1nc(N2CCOCC2)nc(N2CCN(C(=O)[C@H]([C@@H](C)CC)n3cc([C@@H](N)CC(C)C)nn3)CC2)n1
→ 3, -2, -5, 0.89, 1.1, 11, -2, -8
- Cn1nccc1C(=O)N(CCN1CCCCC1)CC1CCCN(C2CCCC2)C1 (configuration not stated)
→ -1, -5, -5, 0.92, 1, 8, 0, -1
- O=C(O)C1=C[C@H](c2cccs2)C[C@H](OCCCCO)O1
→ -3, -10, -1, 0.95, 0.95, 5, -5, 4
- COc1ccccc1OCC(=O)N1CCCCCCC1
→ -2, 0, 0, 1.3, 0.98, -27, -5, 2
- OCCOCCn1c(C(CO)Nc2nc(-c3ccc(Cl)cc3)cs2)nc2ccccc21 (configuration not stated)
→ -27, 13, -4, 1.1, 0.94, -14, -4, 6
- Cc1cc(NC(=O)COc2ccc(Cl)cc2Cl)n(CCC#N)n1
→ -10, 7, -15, 1, 0.9, -1, -1, 10
- CC(C)C(NC(=O)c1ccc([N+](=O)[O-])cc1Cl)C(=O)N1CCCC1 (configuration not stated)
→ -12, -8, -6, 1, 1, -4, -3, -1
- O=C(NC1CCCc2ccccc21)C1CCN(S(=O)(=O)c2cccc(C(F)(F)F)c2)CC1 (configuration not stated)
→ 21, 16, -8, 0.82, 1.1, 18, -4, -12
- COc1ccccc1CNC(=O)CN1c2cccc3cccc(c23)S1(=O)=O
→ -6, 10, 2, 1.1, 1, -7, 1, 0
- COc1cc(OC)c(NC(=O)CCNC(=O)Cn2cnc3ccccc3c2=O)cc1Cl
→ 3, -3, -7, 1.1, 0.95, -8, -1, 4
- O=C(CSc1ccc(C(F)(F)F)cc1[N+](=O)[O-])N1CCOCC1
→ -3, 0, -7, 1.2, 1, -20, -3, -4
- COc1ccc(-c2noc(CCCC(=O)NCc3ccco3)n2)cc1OC
→ -7, -11, -2, 1, 0.89, 0, 1, 11
- Cn1nc(C(=O)N2CCc3ccccc32)c2ccccc2c1=O
→ -18, -6, -7, 0.87, 1, 13, -2, 0
- COc1cccc(CNC(=O)C2CCN(C(=O)N3CC(C)Oc4ccccc43)CC2)c1 (configuration not stated)
→ 2, -11, -1, 1, 1.1, -3, -3, -8
- COc1ccc(S(=O)(=O)CCC(=O)O)cc1
→ 8, -13, -5, 0.99, 1.1, 1, -3, -10
- CCOC(=O)c1sc(=S)n(-c2ccccc2)c1N
→ -2, 5, -5, 0.89, 1, 11, -4, -3
- CN1CCN2c3ncccc3Cc3ccccc3[C@@H]2C1
→ 5, 0, -4, 0.8, 0.87, 20, -2, 13
- Cc1nc(-c2ccccc2)nc2[nH]c(C(C)C)cc(=O)c12
→ -6, -11, -7, 1, 1.1, -3, -3, -14
- O=S(=O)(Nc1cccc2ccccc12)c1cccs1
→ -6, 34, 5, 1, 0.93, -1, -2, 7
- CCCCn1c(N)c(N(C)C(=O)C2CC(=O)N(Cc3ccco3)C2)c(=O)[nH]c1=O (configuration not stated)
→ 8, -19, -5, 1, 0.94, -2, -3, 6
- COC(=O)C1CCN(C(=O)c2ccc(Cl)c(S(=O)(=O)NCc3ccco3)c2)CC1
→ 3, -16, -4, 0.79, 1, 22, 1, -3
- O=C1NC2(CCCCC2)C(=O)N1CCS(=O)(=O)Oc1ccccc1
→ -1, -13, 1, 1, 0.98, -1, -6, 2
- CCCCNC(=O)CS(=O)Cc1nc(-c2ccc(C)cc2)oc1C (configuration not stated)
→ -15, -4, -3, 0.95, 1, 5, -5, -1
- Cc1ccc(N2CC(c3nc4ccccc4[nH]3)CC2=O)c(C)c1 (configuration not stated)
→ 0, -13, -2, 0.88, 1.1, 12, -1, -11
- COc1cccc(CNc2ccc([N+](=O)[O-])cc2Cl)c1O
→ -7, -3, -2, 0.91, 0.98, 9, 2, 2
- CCN1C(=O)NC2C1N(S(C)(=O)=O)CCN2S(C)(=O)=O (configuration not stated)
→ -7, -11, -5, 0.91, 1, 9, 1, -1
- CN(CC(=O)Nc1ccc(Cl)c(S(=O)(=O)N2CCOCC2)c1)C(=O)c1ccc(C#N)cc1
→ -11, 12, -4, 1, 0.91, -1, -1, 9
- COc1ccc([N+](=O)[O-])cc1NC(=O)C(C)OC(=O)C1c2ccccc2Oc2ccccc21 (configuration not stated)
→ -8, -2, -3, 0.88, 0.95, 12, -1, 5
